Screening data: PubChem, National Center for Advancing Translational Sciences (NCATS)
PLK1 PBD block: blocks phosphopeptide binding to human PLK1 polo-box domain; Potency, µM, inactives show max response, negative = inhibition, most hits filed as inhibitors; P53350; AID 720504; Plk1 PBD binding of FITC phosphopeptide, fluorescence polarization; actives 2.8% (n = 360,000); note: potency is the fitted concentration of half-maximal effect; series mostly up to about 57 µM; % is set by controls: 0 for no effect and ±100 for the full control effect; nearly all actives have a fitted effect of over 65% in size
WRN helicase inh: blocks human WRN helicase. Q14191. WRN helicase unwinding, fluorescent forked duplex, kinetic. Potency, µM (series often up to 114 µM), for the others: at the highest dose activity change, negative = inhibition, usual class: inhibitors. actives 0.46% (n = 360,000); note: potency is the fitted concentration of half-maximal effect; % is set by controls: 0 for no effect and ±100 for the full control effect; nearly all actives have a fitted effect of over 55% in size
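WRN at 20 nM final preincubated with compound 15 min at room temperature; reaction started with 100 nM fluorophore/quencher forked duplex oligonucleotide and 2 mM ATP final. Unwinding followed kinetically by red fluorescence (ex 525, em 598 nm).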
EPAC2 antag: EPAC2 (human) antagonism. Potency, µM (doses to about 114 µM), for inactives: at the top dose activity, negative = inhibition, most hits filed as inhibitors. Q8WZA2. actives 0.18% (n = 360,000). EPAC2 GEF exchange of Rap1B-BODIPY-GDP, fluorescence. AID 720708; note: potency is the fitted concentration of half-maximal effect; % is set by controls: 0 for no effect and ±100 for the full control effect; nearly all actives have a fitted effect of over 45% in size; many of its hits are not listed in these tables
Target sequence (Q8WZA2 whole entry, looked up): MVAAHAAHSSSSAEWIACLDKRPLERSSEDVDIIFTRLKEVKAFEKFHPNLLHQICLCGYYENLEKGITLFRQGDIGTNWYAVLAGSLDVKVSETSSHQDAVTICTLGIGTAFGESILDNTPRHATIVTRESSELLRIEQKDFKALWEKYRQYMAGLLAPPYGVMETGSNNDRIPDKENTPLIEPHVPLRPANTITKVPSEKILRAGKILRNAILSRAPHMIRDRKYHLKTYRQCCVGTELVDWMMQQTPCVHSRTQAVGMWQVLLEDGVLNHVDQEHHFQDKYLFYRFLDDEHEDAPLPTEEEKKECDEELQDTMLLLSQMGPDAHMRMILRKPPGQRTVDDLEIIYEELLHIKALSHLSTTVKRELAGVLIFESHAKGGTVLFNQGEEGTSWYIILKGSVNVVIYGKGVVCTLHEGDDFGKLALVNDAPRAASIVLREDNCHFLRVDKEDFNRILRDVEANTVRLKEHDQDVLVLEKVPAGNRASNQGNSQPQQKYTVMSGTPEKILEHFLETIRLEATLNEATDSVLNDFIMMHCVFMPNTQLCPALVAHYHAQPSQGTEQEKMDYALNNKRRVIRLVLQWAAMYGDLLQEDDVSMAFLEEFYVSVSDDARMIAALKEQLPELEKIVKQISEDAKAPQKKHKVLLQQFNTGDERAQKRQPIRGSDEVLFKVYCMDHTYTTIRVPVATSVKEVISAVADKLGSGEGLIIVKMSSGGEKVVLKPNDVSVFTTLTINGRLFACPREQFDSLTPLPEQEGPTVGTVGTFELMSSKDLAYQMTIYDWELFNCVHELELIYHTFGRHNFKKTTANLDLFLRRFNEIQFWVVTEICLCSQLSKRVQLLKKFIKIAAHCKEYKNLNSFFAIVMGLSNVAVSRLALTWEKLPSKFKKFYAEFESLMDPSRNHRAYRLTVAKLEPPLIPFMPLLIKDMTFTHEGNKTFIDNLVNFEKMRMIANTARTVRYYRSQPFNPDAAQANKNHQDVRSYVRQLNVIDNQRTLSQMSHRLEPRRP
PI5P4K alpha inh: blocks human PI5P4K alpha kinase activity. P48426. PI5P4Kalpha enzyme, ADP-Glo luminescence, 60 min; hits give low values. max response, %. actives 1.2% (n = 330,000). AID 652105; active = max response of -50% or lower; inconclusive = between -30% and -50%; inactive = -30% or higher; note: value at the top dose of about 77 µM; % is set by controls: 0 for no effect and ±100 for the full control effect
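ADP-Glo luminescence end-point read after a 60 min room-temperature kinase reaction of PI5P4Kalpha plus substrate, initiated with ATP at 5 microM final. Buffer: 0.038 M HEPES pH 7.4, EGTA, 0.1% CHAPS, 5% DMSO.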
Mm-Cpn inhibitor: M. maripaludis TRiC chaperonin inhibition. actives 0.031% (n = 330,000). AID 504842. purified Mm-Cpn ATPase, ADP Transcreener TR-FRET. Potency, µM (top dose mostly 76.9 µM), for the others: top-dose activity, negative = inhibition, usual class: inhibitors; note: potency is the fitted concentration of half-maximal effect; % is set by controls: 0 for no effect and ±100 for the full control effect; nearly all actives have a fitted effect of over 80% in size
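Purified archaeal Mm-CPN (25nM final) preincubated 10 min at 37degC with compound, then 10uM ATP for 30 min at 37degC; ADP measured by HTRF Transcreener TR-FRET; buffer 30 mM TRIS pH 7.4, 100mM KCl, 5mM MgCl2, 1mM DTT.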
CCT modulator: changes cytosolic chaperonin activity. purified chaperonin ATPase assay, HTRF ADP detection, 30 min. activity change, % (concentration not given with the values), hits read low. actives 0.3% (n = 360,000); in the data active = activity change below about -30%; note: % is set by controls: 0 for no effect and ±100 for the full control effect
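We incubate TRiC, 40 or 20 nM final, with library compounds at 76 uM and 10 uM ATP for 30 min at 37 °C. ADP formed is detected with Transcreener HTRF reagents after 30 min at room temperature.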
EPAC1 agonist: agonists of human EPAC1 | O95398 | EPAC1 agonist qHTS, biochemical assay; response scale: 100% = response to 6.5 mM cAMP | Potency, µM (titrated, usually from 154 µM), without a hit: top-dose activation, usual class: activators | actives 0.073% (n = 360,000) | AID 720707; note: potency is the fitted concentration of half-maximal effect; nearly all actives have a fitted effect of over 60% in size
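Nucleotide exchange assay: 100 nM EPAC1 with 250 nM Rap1B loaded with BODIPY-GDP and 50 uM GDP, room temperature. Fluorescence (480/540 nm) read every 5 min for 30 min; signal change normalized to 6.5 mM cAMP as full agonist.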
EPAC1 antag: EPAC1 (human) antagonism. EPAC1 GEF assay, Rap1b-BODIPY-GDP exchange fluorescence. Potency, µM (titrated, usually from 115 µM), for the others: top-dose activity change, negative = inhibition, actives largely listed as inhibitors. O95398. actives 0.14% (n = 360,000). AID 720709;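 note: potency is the fitted concentration of half-maximal effect; plate controls were vehicle for no effect and positive control for full effect; nearly all actives have a fitted effect of over 50% in size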
Active calls of the source: *; ? = inconclusive; . = no result given; [ ] = dose if it differs, or a comment. Unless noted, calls come from the whole dose curve; as a rule, active = well fitted curve in the direction sought with a large enough effect; inconclusive = small, poorly fitted or top-dose-only effect, or another doubt; inactive = no such curve, though single readings can be large; an effect the other way counts as inactive or inconclusive.

SMILES	PLK1 PBD block	WRN helicase inh	EPAC2 antag	PI5P4K alpha inh	Mm-Cpn inhibitor	CCT modulator	EPAC1 agonist	EPAC1 antag
CN(CC(=O)Nc1ccccc1Br)C(=O)c1cc(S(=O)(=O)N(C)C)ccc1N1CCCC1	-10%	-34%	5%	4	1%	-0.7	-2%	-10%
CN1CC(COCc2ccccc2)Oc2ccccc2S1(=O)=O (stereo not drawn)	-8%	-6%	8%	2	0%	-2.7	-2%	1%
Cc1ccc(-n2[nH]c(C)c(C=Nc3ccc4[nH]c(=O)[nH]c4c3)c2=O)cc1	-7%	-5%	24%	5	0%	1.2	-28%	-23%
COC(=O)C1=CN(c2ccc3c(c2)OCO3)C(N)=C(C#N)C1c1cccc(F)c1 (stereo not drawn)	-8%	-3%	?	-4	.	.	11%	-10%
COc1cc(C(=O)Oc2cc(C)cc(C)c2)cc(OC)c1OC	2%	-1%	0%	11	-1%	0.0	-1%	5%
Cc1ccccc1-c1nc2c3ccccc3nc(=S)n2[nH]1	-1%	-3%[11.6 µM]	-7%	-3	-7%	-0.3	-3%	13%
CCCC(=O)c1c(NC)cc(C)oc1=O	-5%	3%	8%	-2	2%	0.7	2%	3%
CC(NC(=O)c1ccccc1F)c1nnc(SCc2nc3ccccc3c(=O)[nH]2)n1C (stereo not drawn)	1%	-2%	5%	-4	1%	0.5	1%	-7%
NS(=O)(=O)c1ccc(N2CCN(C(=O)C3COc4ccccc4O3)CC2)nc1 (stereo not drawn)	0%	-9%	3%	-1	-2%	-2.3	-3%	-1%
O=C(c1ccco1)N1CCN(C(c2ccccc2Cl)c2nnnn2CC2CCCO2)CC1 (stereo not drawn)	?	5%	-4%	-1	-3%	-1.6	-2%	-10%
CC(=O)c1ccc(N2CCN(C(=O)CNS(=O)(=O)c3ccc4c(c3)OCCCO4)CC2)c(F)c1	?	0%	-13%	-2	?	-3.4	1%	-3%
CCOC(=O)C1=C(CC)Nc2ccccc2N/C1=N\S(=O)(=O)c1ccccc1F	-7%	0%	-11%	3	?	-0.8	8%	0%
O=C(Nc1cccnc1)c1cc(-c2ccc(Cl)cc2)on1	-3%	-7%	5%	1	-1%	-1.7	-1%	0%
O=C(COc1ccc(F)cc1)OCCN1CCOCC1	-9%	4%	6%	5	3%[15.4 µM]	-1.1	-6%	-3%
COc1ccc(Cl)cc1NC(=O)NNC(=O)C(=O)Nc1ccc(F)cc1	-12%	-9%	-2%	0	.	-0.4	-2%	-7%
CCOC(=O)C1CCCN(C(=O)CNC(=O)c2nn(-c3ccc(OC)c(Cl)c3)c(=O)c3ccccc23)C1 (stereo not drawn)	0%	-1%[57.1 µM]	-6%	1	?	-0.8	7%	?
CC(=O)Nc1sc2c(c1C(c1ccccn1)N1CCCC1)CCCC2 (stereo not drawn)	-19%	0%	0%	-6	-1%	1.8	-5%	2%
O=C(c1ccco1)N1CCC(n2nnc3ccccc32)CC1	-1%	5%	2%	.	1%	1.2	6%	-20%
Cc1cccc(S(=O)(=O)Nc2ccc(-c3cn4ccccc4n3)cc2)c1	-3%	-10%	-7%	2	-2%	0.3	0%	-7%
CCOC(=O)c1ccc(NC(=O)CCC(=O)NCc2ccco2)cc1	-4%	13%	4%	-8	-2%	1.3	-7%	-1%
COc1cc(-c2cc(C(=O)N3CCCCCC3)c3ccccc3n2)cc(OC)c1OC	2%	-10%	7%	-8	-5%	-0.8	-10%	-8%
CCCCn1c(N)c(N(CCOC)C(=O)CCN2C(=O)C3CC=CCC3C2=O)c(=O)[nH]c1=O (stereo not drawn)	-2%	-6%	-4%	-4	.	-0.1	13%	-2%
CC(NS(=O)(=O)c1ccccc1)C(=O)NC1CCCC1 (stereo not drawn)	?	-5%	17%	-29	1%	-17	-19%	6%
C=CCn1c(=O)c2ccc(C(=O)NCc3ccccc3)cc2n(Cc2cccc(Cl)c2)c1=O	-3%	-4%	6%	6	-1%	1.7	-1%	-7%
O=C(Cc1cccs1)Nc1cccc(C(=O)Nc2ccco2)c1	-1%	3%	1%	-3	0%	-0.2	-5%	9%

(continued)
SMILES	PLK1 PBD block	WRN helicase inh	EPAC2 antag	PI5P4K alpha inh	Mm-Cpn inhibitor	CCT modulator	EPAC1 agonist	EPAC1 antag
CCCc1cc(C(=O)N2CCCC(C(=O)c3cccc4ccccc34)C2)n(C)n1 (stereo not drawn)	-1%	-5%	-22%	1	1%	0.8	-10%	-23%
N#Cc1c(-c2ccccc2)nc(N2CCOCC2)[nH]c1=O	1%	0%	9%	-12	-3%	1.2	-9%	6%
Cc1cccc(C)c1OCC(O)CN (stereo not drawn)	-2%	-11%	1%	-2	0%	1.1	4%	2%
CCc1[nH]c(=O)c(C#N)c2c1CSC(C)(C)C2	-27%	1%	-2%	.	-8%	-1.6	5%	9%
O=C(O)c1ccc(/C=N/Nc2nc(N3CCCCC3)nc(N3CCCCC3)n2)cc1	-6%	-6%	-3%	2	-1%	-0.7	9%	10%
Cc1sc2ncnc(NCC(c3ccco3)N3CCCC3)c2c1C (stereo not drawn)	-7%	6%	3%	-8	-1%	-1.5	-4%	4%
OC(c1ccc(Cl)c(F)c1)c1ncc(-c2cccc(F)c2)[nH]1 (stereo not drawn)	4%	5%	-16%	12	.	-0.2	-8%	-8%
O=C(NC1CCCc2ccccc21)C1CCN(S(=O)(=O)N2CCCCCC2)CC1 (stereo not drawn)	-2%	-10%	9%	.	0%	-9.7	-1%	13%
Cc1ccc(CN2C(=O)C(Cc3ccccc3)Nc3ncnc(N4CCN(c5ccccc5)CC4)c32)cc1 (stereo not drawn)	-2%	4%	3%	6	-3%	1.3	2%	-8%
O=C(O)C1(c2ccccc2)CCN(S(=O)(=O)c2ccc(Br)cc2)CC1	-12%	8%	-1%	-1	0%	-1.6	6%	0%
Cc1nc2c(c(=O)n1CCC1=CCCCC1)c1nc3ccccc3nc1n2/N=C/c1ccco1	?	?	3%	?	1%	-2.7	-1%	-23%
NS(=O)(=O)c1cccc(NC(=O)COC(=O)Cc2ccc(Cl)cc2)c1	-6%	1%	5%	5	-5%	-0.6	-3%	-21%
COc1ccc(C)cc1NC(=O)CN(c1ccc(C)cc1)S(C)(=O)=O	-11%	-8%	-8%	3	-4%	-5.4	5%	-8%
Cc1ccc2ccccc2c1C(O)c1ncc(-c2ccc(Cl)cc2)[nH]1 (stereo not drawn)	-20%	-9%	1%	2	.	-0.2	-9%	-18%
CCOC(=O)C1=C(C)N(Cc2ccccc2)C(=O)NC1c1ccc(OC)cc1 (stereo not drawn)	-4%	10%	5%	1	1%	-0.3	-1%	16%
COc1ccc(CC(=O)NC2CCSc3ccccc32)cc1OC (stereo not drawn)	-8%	1%	2%	-1	0%	-0.9	3%	12%
O=C(c1ccc(Cl)c(S(=O)(=O)N2CCOCC2)c1)N1CCOCC1	-13%	3%	-3%	1	-2%	-4.9	-6%	18%
COc1ccc2c(c1OC)C(=O)OC2Nc1nc(-c2ccc([N+](=O)[O-])cc2)cs1 (stereo not drawn)	-29%	-6%	3%	-7	2%	0.2	-3%	9%
COc1ccc(-n2nc(C(=O)NCC(=O)Nc3cc(OC)c(OC)c(OC)c3)c3ccccc3c2=O)cc1	-1%	-13%	-11%	-6	-2%	1.8	14%	-3%
Nc1ncnc(Nc2ccccc2C(F)(F)F)n1	-1%	1%	8%	5	1%	2.4	-8%	4%
CCOC(=O)C1CCN(C(=O)Nc2c(-c3ccccc3)noc2C)CC1	4%	-5%	-2%	3	0%	-1.3	1%	7%
CCOP(=O)(OCC)C(NC(=O)Nc1ccc(Cl)c(Cl)c1)c1ccccc1 (stereo not drawn)	0%	4%	-1%	0	1%	0.2	-7%	4%
COc1cc(CNc2ccc(C(=O)O)cc2)cc(Br)c1OCC(=O)NC(C)(C)C	-9%	-11%	7%	-2	0%	-0.1	3%	-3%
Cc1ccc(-c2nc3cnccn3c2Nc2c(C)cccc2C)o1	?	-10%	-14%	-14	-5%	-1.1	-5%	4%
Cc1ccc(NS(=O)(=O)c2ccc(NC(=O)C3CC3)cc2)cc1C	-1%	1%	1%	-3	1%	0.8	-12%	7%
Cc1ccc(N=Cc2ccc(N(C)C)cc2)cc1	-3%	-7%	2%	-8	0%	-1.5	-3%	3%
CCOC(=O)c1ccc(N2CCCCC2)c(NS(=O)(=O)c2ccc(C)cc2)c1	0%	-12%	?	13	0%	1.7	9%	1%

Part of the list above in order of formula weight, largest number first.
SMILES	PLK1 PBD block	WRN helicase inh	EPAC2 antag	PI5P4K alpha inh	Mm-Cpn inhibitor	CCT modulator	EPAC1 agonist	EPAC1 antag
CCCCn1c(N)c(N(CCOC)C(=O)CCN2C(=O)C3CC=CCC3C2=O)c(=O)[nH]c1=O (stereo not drawn)	-2%	-6%	-4%	-4	.	-0.1	13%	-2%
CC(NC(=O)c1ccccc1F)c1nnc(SCc2nc3ccccc3c(=O)[nH]2)n1C (stereo not drawn)	1%	-2%	5%	-4	1%	0.5	1%	-7%
CCOC(=O)C1=C(CC)Nc2ccccc2N/C1=N\S(=O)(=O)c1ccccc1F	-7%	0%	-11%	3	?	-0.8	8%	0%
CCCc1cc(C(=O)N2CCCC(C(=O)c3cccc4ccccc34)C2)n(C)n1 (stereo not drawn)	-1%	-5%	-22%	1	1%	0.8	-10%	-23%
CCOC(=O)C1CCN(C(=O)Nc2c(-c3ccccc3)noc2C)CC1	4%	-5%	-2%	3	0%	-1.3	1%	7%
Cc1ccc(NS(=O)(=O)c2ccc(NC(=O)C3CC3)cc2)cc1C	-1%	1%	1%	-3	1%	0.8	-12%	7%
O=C(Nc1cccnc1)c1cc(-c2ccc(Cl)cc2)on1	-3%	-7%	5%	1	-1%	-1.7	-1%	0%
O=C(c1ccco1)N1CCC(n2nnc3ccccc32)CC1	-1%	5%	2%	.	1%	1.2	6%	-20%
O=C(COc1ccc(F)cc1)OCCN1CCOCC1	-9%	4%	6%	5	3%[15.4 µM]	-1.1	-6%	-3%
Nc1ncnc(Nc2ccccc2C(F)(F)F)n1	-1%	1%	8%	5	1%	2.4	-8%	4%
CCCC(=O)c1c(NC)cc(C)oc1=O	-5%	3%	8%	-2	2%	0.7	2%	3%
Cc1cccc(C)c1OCC(O)CN (stereo not drawn)	-2%	-11%	1%	-2	0%	1.1	4%	2%

These rows are one share of the data; rates above refer to the full screens.
